T cruzi growth – T. cruzi intracellular proliferation inhibitors, primary screen, cell-based, beta-gal Tulahuen parasites, NIH3T3 host, luminescence. T. cruzi beta-gal in NIH3T3, GalScreen luminescence, 90 h. inhibition, % at 8.34 µM. 77,000 tested, 5.9% active;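 active = mean inhibition above about 93%, with at least 55% of replicates each passing it, limit read from the data, passing the limit was not always enough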
GASC1 inh – inhibitors of GASC-1 (KDM4C) histone demethylase, primary screen, biochemical, single concentration HTS; 96,000 tested, 0.15% active; GST-KDM4C 2-372, H3K9me3 peptide, LANCE TR-FRET; inhibition, % at 12.5 µM; AID 720574, 2013; Lysine-specific demethylase 4C (Homo sapiens), Q9H3R0;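 active = mean replicate inhibition above about 25%, with at least 55% of replicates also reaching it, limit read from the data, passing the limit was not always enough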
Target sequence (Q9H3R0 2-372 limits assumed): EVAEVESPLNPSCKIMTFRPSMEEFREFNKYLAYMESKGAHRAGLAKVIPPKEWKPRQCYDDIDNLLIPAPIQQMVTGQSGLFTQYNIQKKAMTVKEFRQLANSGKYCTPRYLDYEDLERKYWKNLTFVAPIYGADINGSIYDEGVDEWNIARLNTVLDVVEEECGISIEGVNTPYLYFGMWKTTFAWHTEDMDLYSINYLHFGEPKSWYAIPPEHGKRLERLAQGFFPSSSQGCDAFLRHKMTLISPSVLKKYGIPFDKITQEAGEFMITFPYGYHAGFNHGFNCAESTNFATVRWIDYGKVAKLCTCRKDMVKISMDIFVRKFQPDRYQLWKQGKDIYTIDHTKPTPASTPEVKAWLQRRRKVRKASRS
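Material: GST-tagged GASC-1 (JMJD2C) catalytic fragment, aa 2-372 / Quantity: enzyme final amount 10 nM / Medium: HEPES buffer, pH 7.5, plus ascorbate / Doses: one test concentration per compound / Incubation: 30 min reaction, 60 min detection, RT / Measured by: LANCE TR-FRET / Read-out: inhibition from TR-FRET ratio decrease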
C diff growth – C. difficile growth inhibitors, primary screen, HTS; Clostridium difficile clinical isolate growth, OD600, 24 h; hits give low values; growth activity, negative = inhibition, % at 16 µg/mL (by protocol); 86,000 tested, 0.25% active; AID 1259249, 2017;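 active = mean growth activity at or below -80% and every replicate also at or below -80%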;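 note: 0% = DMSO wells and -100% = levofloxacin 16 µg/mL wells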
Pf Dd2 inh – P. falciparum Dd2 growth inhibitors, primary screen, SYBR Green fluorescence, single dose replicates; 72 h; hits give low values; activity change, % at 10 µM; 94,000 tested, 2.3% active; AID 1159554, 2015; in the data active = activity change below about -80%
Starred values were filed as active, the others as inactive; / = not tested or not shown; & = joins results of further samples; ! = repeats disagree.

SMILES | T cruzi growth | GASC1 inh | C diff growth | Pf Dd2 inh
COc1ccc(NC(=O)N(C)C[C@@H]2Oc3c(NS(=O)(=O)c4cccs4)cccc3C(=O)N([C@@H](C)CO)C[C@H]2C)cc1 | -56 | -0.6 | -6 | -10
C[C@H](CO)N1C[C@H](C)[C@@H](CN(C)C(=O)Nc2cccc3ccccc23)Oc2ccc(NS(=O)(=O)c3ccc(F)cc3)cc2C1=O | -4 | 0.0 | -3 | -46
CNC[C@@H]1OCCCC[C@@H](C)Oc2ccc(NC(=O)Nc3c(C)noc3C)cc2C(=O)N([C@H](C)CO)C[C@@H]1C | 17 | 1.8 | 1 | /
Cc1noc(C)c1S(=O)(=O)Nc1ccc2c(c1)C(=O)N([C@H](C)CO)C[C@H](C)[C@H](CN(C)S(C)(=O)=O)OCCCC[C@@H](C)O2 | 14 | -1.8 | -3 | 55
CCCC#Cc1cnc2c(c1)C(=O)N([C@@H](C)CO)C[C@H](C)[C@@H](CN(C)Cc1ccc3c(c1)OCO3)O2 | / | -1.2 | 8 | -37
COc1ccc2c3c([nH]c2c1)[C@@H](CO)N(Cc1nccs1)CC31CCN(C(=O)C2CCCC2)CC1 | / | 1.8 | 1 | -75
CC(C)NC(=O)N(C)C[C@H]1Oc2ccc(NC(=O)C3CCCCC3)cc2C(=O)N([C@@H](C)CO)C[C@@H]1C | 2 | -1.3 | -2 | 13
COc1ccc2c3c([nH]c2c1)[C@H](CO)N(C(=O)c1cccnc1)CC31CCN(C(=O)CN(C)C)CC1 | / | 1.0 | 0 | -4
C[C@@H]1CN([C@H](C)CO)C(=O)c2cc(NS(=O)(=O)c3cccs3)ccc2O[C@@H](C)CCCCO[C@H]1CN(C)C(=O)NC1CCCCC1 | 25 | -0.7 | 16 | -58
COc1ccc(C#Cc2ccc([C@@H]3[C@H](CO)N4CCCCN(C(=O)Nc5ccccc5F)C[C@@H]34)cc2)cc1 | 39 | -3.3 | 15 | -82*
C[C@@H]1CN([C@@H](C)CO)C(=O)c2cc(-c3ccccc3F)cnc2O[C@H]1CN(C)C(=O)NC1CCCCC1 | 13 | -0.8 | 8 | 4
Cc1noc(C)c1NC(=O)N(C)C[C@H]1Oc2c(NC(=O)Nc3ccc(C(F)(F)F)cc3)cccc2C(=O)N([C@@H](C)CO)C[C@@H]1C | 86 | -1.9 | / | 11
C[C@@H]1CN([C@H](C)CO)C(=O)CCCn2cc(nn2)CO[C@@H]1CN(C)C(=O)Nc1ccnc(N2CCOCC2)c1 | 9 | 0.2 | / | 38
C[C@@H]1CCCCO[C@H](CN(C)C(=O)Nc2cccc3ccccc23)[C@@H](C)CN([C@H](C)CO)C(=O)c2cc(NS(=O)(=O)c3ccccc3)ccc2O1 | / | -2.1 | / | -36
CCCC#Cc1ccc(CC[C@H]2O[C@H]3CC[C@H](CO)O[C@H]3C[C@H]2n2cc(C(C)(C)O)nn2)cc1 | / | / | 3 | -35
COc1ccc(S(=O)(=O)N(C)C[C@@H]2OCCCC[C@H](C)Oc3ccc(NS(=O)(=O)c4ccc(C)cc4)cc3C(=O)N([C@@H](C)CO)C[C@@H]2C)cc1 | 85 | -2.0 | 3 | -49
O=C(Cc1ccncc1)N1CC[C@H]2[C@H](CO)Nc3ccc(-c4ccccc4)cc3[C@H]21 | / | -1.1 | -8 | -65
O=C(C[C@@H]1C=C[C@@H](NC(=O)NC2CCCCC2)[C@H](CO)O1)NCc1ccccc1 | 10 | -2.4 | / | -5
C[C@@H]1CN([C@@H](C)CO)C(=O)c2cc(NC(=O)C3CCCCC3)ccc2O[C@H]1CN(C)S(=O)(=O)c1ccc(F)cc1 | 33 | -1.9 | -4 | 43
Cc1ccc(S(=O)(=O)N(C)C[C@@H]2Oc3ccc(NC(=O)C4CCCCC4)cc3CC(=O)N([C@@H](C)CO)C[C@H]2C)cc1 | 3 | -2.8 | 4 | -68
Cc1noc(C)c1S(=O)(=O)N(C)C[C@@H]1OCCCC[C@@H](C)Oc2ccc(NS(=O)(=O)c3ccccc3)cc2C(=O)N([C@H](C)CO)C[C@H]1C | 77 | -0.7 | -1 | -44
COCC#Cc1ccc([C@H]2[C@@H](CO)N3CCCCN(C(=O)COC)C[C@H]23)cc1 | 3 | -1.6 | -5 | 34
CO[C@H]1CN(C)C(=O)c2cc(NC(=O)C3CC3)ccc2OC[C@H](C)N(C(=O)CN2CCOCC2)C[C@@H]1C | 21 | -0.7 | / | -2
CO[C@H]1CN(C)C(=O)c2cc(NC(=O)C3CCCCC3)ccc2OC[C@@H](C)N(C(=O)c2ccccc2)C[C@H]1C | 4 | 1.9 | 0 | -30
COc1ccc(S(=O)(=O)Nc2cccc3c2O[C@H](CN(C)S(=O)(=O)c2ccc(F)cc2)[C@H](C)CN([C@@H](C)CO)C3=O)cc1 | 32 | 0.1 | 1 | 7

Single values from above.
`Cc1ccc(S(=O)(=O)N(C)C[C@@H]2Oc3ccc(NC(=O)C4CCCCC4)cc3CC(=O)N([C@@H](C)CO)C[C@H]2C)cc1` in C diff growth → 4
`C[C@@H]1CN([C@@H](C)CO)C(=O)c2cc(NC(=O)C3CCCCC3)ccc2O[C@H]1CN(C)S(=O)(=O)c1ccc(F)cc1` in T cruzi growth → 33
`CNC[C@@H]1OCCCC[C@@H](C)Oc2ccc(NC(=O)Nc3c(C)noc3C)cc2C(=O)N([C@H](C)CO)C[C@@H]1C` in T cruzi growth → 17
`Cc1noc(C)c1S(=O)(=O)Nc1ccc2c(c1)C(=O)N([C@H](C)CO)C[C@H](C)[C@H](CN(C)S(C)(=O)=O)OCCCC[C@@H](C)O2` in GASC1 inh → -1.8
`CCCC#Cc1cnc2c(c1)C(=O)N([C@@H](C)CO)C[C@H](C)[C@@H](CN(C)Cc1ccc3c(c1)OCO3)O2` in C diff growth → 8

Among those listed so far, these have an NH in an aromatic ring:
SMILES | T cruzi growth | GASC1 inh | C diff growth | Pf Dd2 inh
COc1ccc2c3c([nH]c2c1)[C@@H](CO)N(Cc1nccs1)CC31CCN(C(=O)C2CCCC2)CC1 | / | 1.8 | 1 | -75
COc1ccc2c3c([nH]c2c1)[C@H](CO)N(C(=O)c1cccnc1)CC31CCN(C(=O)CN(C)C)CC1 | / | 1.0 | 0 | -4

(continued)
SMILES | T cruzi growth | GASC1 inh | C diff growth | Pf Dd2 inh
COC(=O)C[C@H]1CC[C@@H]2[C@@H](COc3ccc(NC(=O)NCc4ccccc4)cc3C(=O)N2C)O1 | 7 | 4.5 | -5 | -4
COc1ccc(S(=O)(=O)Nc2cccc3c2O[C@@H](CN(C)S(=O)(=O)c2cccs2)[C@@H](C)CN([C@@H](C)CO)C3=O)cc1 | 16 | 14 | -5 | -9
CC(C)NC(=O)N(C)C[C@@H]1Oc2ncc(C#CC3CCCC3)cc2C(=O)N([C@@H](C)CO)C[C@H]1C | 77 | -1.0 | -6 | -29
C[C@@H]1CCCCO[C@H](CN(C)C(=O)Nc2cccc3ccccc23)[C@@H](C)CN([C@@H](C)CO)C(=O)c2cc(NC(=O)CCC(F)(F)F)ccc2O1 | 86 | -2.7 | 3 | -69
C[C@H]1CCCCO[C@@H](CN(C)Cc2ccc3c(c2)OCO3)[C@@H](C)CN([C@@H](C)CO)C(=O)c2cc(NS(=O)(=O)c3cn(C)cn3)ccc2O1 | 10 | 0.0 | -1 | -6
C[C@H]1CN([C@@H](C)CO)C(=O)c2cccc(NC(=O)c3cnccn3)c2O[C@H]1CN(C)Cc1ccc(-c2ccccc2)cc1 | 81 | 0.8 | 2 | -55
C[C@@H]1CN([C@H](C)CO)C(=O)c2c(c3ccccc3n2C)-c2ccccc2CO[C@H]1CN(C)C(=O)Nc1cccc(Cl)c1Cl | / | -5.9 | 10 | -59
C[C@H](CO)N1C[C@H](C)[C@H](CN(C)C(=O)c2ccccc2F)Oc2cc(-c3ccccc3)ccc2S1(=O)=O | 63 | -0.2 | -9 | -39
CCCNC(=O)C[C@@H]1CC[C@H]2[C@@H](COC[C@@H](O)CN2C(=O)Nc2ccc(Cl)c(Cl)c2)O1 | -17 | -1.3 | -103*! | -8
Cc1ccc(-c2ccc(C3[C@H]4CNC[C@@H]3N4C(=O)Nc3ccc(F)cc3)cc2)cc1 (stereo partly specified) | / | -2.8&-0.3 | -75&-4 | -1&16
C[C@H]1CN([C@@H](C)CO)C(=O)c2cccc(NS(=O)(=O)c3cccs3)c2O[C@H]1CN(C)S(=O)(=O)c1ccc(F)cc1 | -20 | -0.9 | 5 | 19
C[C@H](CO)N1C[C@H](C)[C@H](CN(C)Cc2ccc(Cl)c(Cl)c2)OCCCC[C@H](C)Oc2ccc(NC(=O)Nc3ccc(F)cc3)cc2C1=O | 100* | -1.5 | / | -12
OC[C@H]1[C@H](c2ccc(-c3ccccc3)cc2)[C@@H]2CN(Cc3cncnc3)CCCCN12 | 107* | -0.8 | -3 | -40
CO[C@H]1CN(C)C(=O)c2ccc(NC(=O)c3ccccc3F)cc2OC[C@H](C)N(CC2CC2)C[C@H]1C | 37 | 0.4 | -1 | 0
C[C@H]1CN([C@@H](C)CO)C(=O)c2cc(NS(=O)(=O)c3ccccc3)ccc2O[C@@H]1CN(C)Cc1ccncc1 | 39 | -0.5 | 4 | 17
CNC[C@@H]1Oc2ccc(NS(=O)(=O)c3cccs3)cc2C(=O)N([C@H](C)CO)C[C@H]1C | 33 | -1.9 | 4 | 18
Cc1ccc(S(=O)(=O)Nc2ccc3c(c2)CC(=O)N([C@@H](C)CO)C[C@H](C)[C@@H](CN(C)C(=O)NC(C)C)O3)cc1 | 39 | -0.4 | -2 | 37
C[C@H]1CN([C@@H](C)CO)C(=O)c2cccc(NC(=O)Nc3ccc4c(c3)OCO4)c2O[C@@H]1CN(C)Cc1ccncc1 | 48 | 4.2 | 6 | 2
C[C@@H]1CN([C@H](C)CO)C(=O)Cc2cc(NC(=O)Cc3ccccc3)ccc2O[C@@H]1CN(C)C(=O)NC1CCCCC1 | 0 | -0.9 | -1 | -3
COc1ccc(NC(=O)N[C@H]2CC[C@H](CCNC(=O)Cc3ccncc3)O[C@H]2CO)cc1 | / | 0.6 | -6 | 1
CN1C(=O)c2cc(NC(=O)C3CCOCC3)ccc2OC[C@H]2O[C@@H](CC(=O)Nc3ccc4c(c3)CCCC4)CC[C@@H]21 | 16 | 1.0 | 1 | 12
CO[C@H]1CN(C)C(=O)c2cc(NS(C)(=O)=O)ccc2OC[C@@H](C)N(C(=O)C2CCOCC2)C[C@@H]1C | -53 | 0.1 | / | 41
CO[C@@H]1CN(C)C(=O)c2ccc(NC(=O)Nc3c(C)noc3C)cc2OC[C@@H](C)NC[C@@H]1C | 71 | -1.5 | / | 35
Cc1ccc(S(=O)(=O)N[C@H]2CC[C@H](CCNC(=O)C3CCCCC3)O[C@H]2CO)cc1 | 3 | 72* | / | 5
O=C(Nc1cc(F)ccc1F)N1CC(=O)N2[C@H](C1)[C@@H](c1ccc(-c3ccccc3)cc1)[C@@H]2CO | / | 1.0 | 4 | 0
(continued)
SMILES | T cruzi growth | GASC1 inh | C diff growth | Pf Dd2 inh
CN(C)C(=O)C[C@@H]1CC[C@@H]2[C@H](COc3ccc(NC(=O)c4ccc(F)cc4)cc3C(=O)N2C)O1 | -10 | 0.1 | -4 | /
C[C@@H]1CN([C@H](C)CO)C(=O)Cc2cc(NC(=O)Nc3ccc(C(F)(F)F)cc3)ccc2O[C@H]1CN(C)Cc1ccc2c(c1)OCO2 | 30 | 3.0 | 7 | 16
C/C=C/c1ccc([C@@H]2[C@@H](CO)N(S(C)(=O)=O)C23CN(C(=O)CC)C3)cc1 | / | 0.0 | -5 | -27
C[C@@H]1CN([C@H](C)CO)C(=O)c2cccc(N(C)C)c2O[C@@H]1CN(C)C(=O)Nc1ccc2c(c1)OCO2 | 34 | 1.5 | -1 | 5
CCCN1C[C@H](C)[C@@H](OC)CN(C)C(=O)c2cc(NC(=O)NC3CCCC3)ccc2OC[C@@H]1C | / | 1.3 | -11 | 12
CCC(=O)Nc1ccc2c(c1)OC[C@H](C)N(Cc1cncnc1)C[C@H](C)[C@H](OC)CN(C)C2=O | -21 | 0.2 | 0 | 46
C[C@@H]1CN([C@H](C)CO)C(=O)Cc2cc(NC(=O)c3ccncc3)ccc2O[C@H]1CN(C)C(=O)NC1CCCCC1 | 21 | -1.8 | -1 | -5

High-throughput results (PubChem)
